High-throughput results from PubChem BioAssay.
MsrA inhibitor: inhibitors of bovine MsrA; 360,000 compounds, 0.75% hits; AID 651718; purified bovine MsrA, absorbance read-out; inhibition, % at 15.5 µM; in the data active = inhibition above about 4.5%;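 also: 0% = vehicle wells with enzyme and 100% = reference inhibitor wells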
MLLE-PAM2 inh: inhibitors of microRNA-mediated deadenylation, human PABP1 MLLE binding; P11940; GST-MLLE / FITC-PAM2 fluorescence polarization; inhibition, % at 20 µM; 360,000 compounds, 0.36% hits; AID 588489; in the data active = inhibition above about 35%, passing the limit was not always enough;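 also: plate controls were DMSO wells with GST-MLLE for no effect and wells lacking GST-MLLE protein for full effect; some results filed as inactive read as strong as hits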
MsrA act: activates bovine MsrA enzyme; purified bovine MsrA, absorbance read-out; activation, % at 10.6 µM; 360,000 compounds, 0.3% hits; in the data active = activation above about 7.5%;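 also: 0% = vehicle and 100% = reference activator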
E coli Lon inh: inhibitors of E. coli Lon protease. purified E. coli Lon protease, fluorescence polarization. inhibition, % at 7.94 µM. 360,000 compounds, 0.42% hits. AID 602123; in the data active = inhibition above about 13%, passing the limit was not always enough;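 also: 0% = enzyme with probe and DMSO and 100% = no enzyme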
CSN deneddyl inh: blocks human CSN-mediated cullin deneddylation | Purified CSN, SCF-Nedd8-OG deneddylation, fluorescence polarization | 360,000 compounds, 0.38% hits | inhibition, % at 12.5 µM;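 active = pattern-corrected inhibition above about 35%, with an unprinted fluorescence ratio check between 0.5 and 1.5, limit read from the data, passing the limit was not always enough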;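 also: 0% = enzyme with substrate and 100% = substrate without enzyme; some results filed as inactive read as strong as hits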
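Test system: purified human Csn5 enzyme expressed in HEK293T cells. Amount: 0.24 nM enzyme. Reagent: SCFSkp2-Nedd8OG substrate at 10 nM final. Schedule: 90 min incubation of compound, enzyme and substrate at room temperature. Detection: fluorescence polarization. Read-out: % inhibition of substrate cleavage by Csn5.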
Neddyl block: blocks human cullin neddylation. calls only at 25 µM. P61081+Q13564. TR-FRET cullin neddylation, biochemical. 360,000 compounds, 0.58% hits; in the data active = inhibition above about 36%
Rin1-Abl PPI inh: blocks binding of human Rin1 to Abl | AID 588664 | inhibition, % at 7.35 µM | P00519+Q13671 | TR-FRET Rin1/Abl binding, biochemical | 360,000 compounds, 0.4% hits; in the data active = inhibition above about 5%, passing the limit was not always enough
FAS TE block: FAS thioesterase (human) inhibition | P49327 | recombinant FAS-TE, OMFH fluorogenic substrate, fluorescence endpoint | inhibition, % at 15 µM | 360,000 compounds, 0.67% hits | AID 602261;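 active = compounds whose normalised, plate-corrected inhibition of enzyme fluorescence in the single-dose primary screen is 50% or more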;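 also: 0% = DMSO with enzyme and 100% = substrate without enzyme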
Target sequence (P49327 whole entry, looked up): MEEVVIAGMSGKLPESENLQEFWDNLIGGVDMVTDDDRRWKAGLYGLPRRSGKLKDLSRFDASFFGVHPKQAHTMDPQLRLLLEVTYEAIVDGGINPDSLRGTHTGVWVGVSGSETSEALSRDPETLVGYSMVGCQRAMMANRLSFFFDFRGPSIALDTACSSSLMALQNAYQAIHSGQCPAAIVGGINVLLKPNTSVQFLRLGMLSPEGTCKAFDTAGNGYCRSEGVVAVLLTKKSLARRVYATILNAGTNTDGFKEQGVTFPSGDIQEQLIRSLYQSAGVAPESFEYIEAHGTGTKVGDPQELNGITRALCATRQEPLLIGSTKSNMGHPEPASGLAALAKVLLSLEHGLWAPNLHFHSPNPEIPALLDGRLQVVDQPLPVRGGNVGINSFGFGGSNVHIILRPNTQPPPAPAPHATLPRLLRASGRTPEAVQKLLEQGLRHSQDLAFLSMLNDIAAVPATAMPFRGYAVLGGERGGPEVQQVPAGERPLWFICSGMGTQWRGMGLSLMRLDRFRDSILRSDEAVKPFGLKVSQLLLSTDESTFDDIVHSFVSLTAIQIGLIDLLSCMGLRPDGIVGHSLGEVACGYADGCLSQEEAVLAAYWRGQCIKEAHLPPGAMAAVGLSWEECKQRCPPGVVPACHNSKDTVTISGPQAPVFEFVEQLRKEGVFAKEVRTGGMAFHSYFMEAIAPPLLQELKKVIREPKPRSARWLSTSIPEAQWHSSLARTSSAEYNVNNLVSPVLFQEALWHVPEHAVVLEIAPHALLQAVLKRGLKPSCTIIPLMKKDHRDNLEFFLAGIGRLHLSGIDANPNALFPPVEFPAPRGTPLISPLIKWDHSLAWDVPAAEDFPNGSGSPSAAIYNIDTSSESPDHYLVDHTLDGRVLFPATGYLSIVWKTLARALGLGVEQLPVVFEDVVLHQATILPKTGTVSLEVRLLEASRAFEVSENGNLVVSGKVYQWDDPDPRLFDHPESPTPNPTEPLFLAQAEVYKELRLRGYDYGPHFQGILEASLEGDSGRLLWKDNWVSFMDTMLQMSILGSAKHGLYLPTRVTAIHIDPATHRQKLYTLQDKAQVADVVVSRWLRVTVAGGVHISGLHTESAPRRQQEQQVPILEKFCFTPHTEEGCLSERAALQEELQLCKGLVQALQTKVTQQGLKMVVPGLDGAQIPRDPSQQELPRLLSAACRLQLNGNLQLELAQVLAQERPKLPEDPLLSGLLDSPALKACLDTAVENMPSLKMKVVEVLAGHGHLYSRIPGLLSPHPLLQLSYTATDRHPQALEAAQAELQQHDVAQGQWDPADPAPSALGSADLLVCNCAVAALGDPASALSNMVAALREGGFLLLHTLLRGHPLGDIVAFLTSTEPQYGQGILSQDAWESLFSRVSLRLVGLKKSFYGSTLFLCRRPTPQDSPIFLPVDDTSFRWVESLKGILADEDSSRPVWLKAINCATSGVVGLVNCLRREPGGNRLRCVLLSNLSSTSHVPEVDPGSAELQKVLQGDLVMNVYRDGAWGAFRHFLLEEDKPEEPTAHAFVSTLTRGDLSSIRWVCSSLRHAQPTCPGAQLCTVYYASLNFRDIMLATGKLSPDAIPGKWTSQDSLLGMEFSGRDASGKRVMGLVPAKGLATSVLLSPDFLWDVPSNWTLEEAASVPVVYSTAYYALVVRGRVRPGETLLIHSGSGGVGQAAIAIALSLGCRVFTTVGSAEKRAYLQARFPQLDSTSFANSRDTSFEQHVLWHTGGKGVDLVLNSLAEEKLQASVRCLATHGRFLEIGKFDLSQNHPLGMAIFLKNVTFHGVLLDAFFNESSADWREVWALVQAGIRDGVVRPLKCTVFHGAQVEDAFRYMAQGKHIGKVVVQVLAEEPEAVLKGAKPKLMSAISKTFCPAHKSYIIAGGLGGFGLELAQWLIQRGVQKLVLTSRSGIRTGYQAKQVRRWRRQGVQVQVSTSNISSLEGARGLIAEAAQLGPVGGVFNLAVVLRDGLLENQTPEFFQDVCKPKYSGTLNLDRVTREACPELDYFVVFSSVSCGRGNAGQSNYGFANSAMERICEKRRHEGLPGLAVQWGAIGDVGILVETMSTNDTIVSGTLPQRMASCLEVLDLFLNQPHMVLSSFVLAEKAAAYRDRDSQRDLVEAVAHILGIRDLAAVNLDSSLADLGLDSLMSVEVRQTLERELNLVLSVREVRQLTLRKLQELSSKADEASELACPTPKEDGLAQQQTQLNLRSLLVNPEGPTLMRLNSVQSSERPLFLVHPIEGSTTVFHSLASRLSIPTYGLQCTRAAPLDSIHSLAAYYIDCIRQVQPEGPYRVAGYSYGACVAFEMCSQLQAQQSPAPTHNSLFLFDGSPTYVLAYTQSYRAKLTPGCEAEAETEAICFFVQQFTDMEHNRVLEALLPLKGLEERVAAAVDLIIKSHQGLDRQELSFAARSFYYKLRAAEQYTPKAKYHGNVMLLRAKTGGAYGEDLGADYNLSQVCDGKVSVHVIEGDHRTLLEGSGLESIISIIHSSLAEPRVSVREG
Tb MetRS inh: blocks T. brucei methionyl-tRNA synthetase activity | inhibition, % at 11.9 µM | AID 624268 | purified T. brucei MetRS, ATP depletion, Kinase-Glo luminescence | 360,000 compounds, 0.4% hits;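 active = inhibition above a per-plate cutoff of the control wells' mean inhibition plus 3 SD, cut at about 5.5% in these data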;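 also: 0% = DMSO wells median and 100% = median of wells with control inhibitor compound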
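assay system = parasite MetRS enzyme | timing = 15 min preincubation, 2 h reaction, all 25 °C | evaluation = percent inhibition relative to median high and low control wells | medium = HEPES buffer containing pyrophosphatase, BSA, spermine, DTT | compound = single dose, 11.9 µM final nominal, 0.9% final DMSO | detection = Kinase-Glo luminescence, ATP depletion format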
Starred values were filed as active, the others as inactive; i = inactive; / = not tested or not shown.

SMILES	MsrA inhibitor	MLLE-PAM2 inh	MsrA act	E coli Lon inh	CSN deneddyl inh	Neddyl block	Rin1-Abl PPI inh	FAS TE block	Tb MetRS inh
C/C(=N\NC(N)=S)C12CC3CC(CC(C3)C1)C2	-1.4	-29	-2	-1	0	i	3	-2	0.1
COc1ccc(N2C(=O)C3C(c4ccc(C(=O)O)cc4)NC(Cc4ccccc4)(C(=O)O)C3C2=O)c([N+](=O)[O-])c1 (stereo not drawn)	2.1	-30	0	-3	5	i	-1	-12	0.3
COc1ccc(NC(=O)c2ccc(NCC3CCCO3)c([N+](=O)[O-])c2)cc1 (stereo not drawn)	-0.6	-10	-10	8	-5	i	1	4	-2.1
Cc1ccc(-n2nnnc2SCC(=O)Nc2ccc(N3CCN(C)CC3)cc2)c(C)c1	-0.4	-18	-5	3	2	i	4	3	0.2
c1coc(CN=C2NC(=NCc3ccco3)c3ccccc32)c1	-1.6	-24	-3	5	2	i	4	-7	0.0
O=C(Nc1ccc(Cl)cc1Cl)NC1CCN(S(=O)(=O)c2ccc(F)cc2)CC1	0.0	3	-10	0	2	i	-1	31	-0.4
CCOC(=O)N1CCC(Nc2c(NCCCN(C)Cc3ccccc3)c(=O)c2=O)CC1	-1.8	0	2	1	-1	i	0	1	-0.8
Cc1ccc(NC(=O)C2CC(=O)N(C(C)c3ccccc3)C2)cc1 (stereo not drawn)	-0.1	0	-1	12	-6	i	-1	-4	0.8
CCNC(=S)N1CCN(S(=O)(=O)c2ccc(C)c(C)c2)CC1	0.5	-137	-3	-2	3	i	4	0	0.1
Cc1cccc(NC(=O)CSCc2cc(=O)n3ccsc3n2)c1C	/	5	-10	10	5	i	-2	-10	-0.8
C=CCC(CC=C)(NC(=O)c1ccccc1)c1ccccc1	-1.3	-2	3	1	-1	i	-1	-3	0.2
Cc1nn(C)c(Cl)c1C(N)=O	-0.3	-6	-1	-10	6	i	-1	-2	-1.0
O=C1C(=O)N(c2ccccn2)C(c2cccc(F)c2)/C1=C(/O)c1ccccc1 (stereo not drawn)	/	-4	-1	1	-1	i	4	0	-0.5
COc1cc2c(cc1OC)C(C)N(S(=O)(=O)c1ccc(Cl)nc1)CC2 (stereo not drawn)	1.5	10	-8	-4	-1	i	-2	1	-0.4
CCc1ccc(NC(=O)C2CCCN(S(C)(=O)=O)C2)cc1 (stereo not drawn)	0.2	14	-9	6	-13	i	5	2	-0.2
CC(=O)c1cccc(NC(=O)C2CCN(S(=O)(=O)c3ccccc3)CC2)c1	-1.1	-7	1	-8	2	i	-1	0	0.1
COc1cccc2c1Oc1ncccc1N(C(=O)CCC(=O)NCc1cccc(C)c1)C2	0.5	-2	-3	-2	-3	i	3	-7	-0.5
COc1cc2c3nnc(-c4ccc(F)cc4)c-3cn(Cc3cccc(C)c3)c2cc1OC	0.0	36	-1	-60	-73	/	-8	-46	-0.6
CCC(=O)NC(C)c1nc2ccccc2n1C (stereo not drawn)	-0.7	4	2	0	0	i	-1	-6	-0.1
CC(=O)Nc1ccc(NC(=O)c2nc(-c3ccccc3)oc2C)cc1	1.2	-15	-3	-7	-5	i	1	-4	-0.6
COc1ccc(C(=O)N/C(=C\c2cn(S(=O)(=O)N(C)C)c3ccccc23)C(=O)N2CCOCC2)cc1	0.0	-5	-7	-1	3	i	2	82*	-0.5
O=C(Cc1cc(=O)[nH]c(=O)[nH]1)NCc1ccccc1	-0.4	10	-7	0	0	i	-3	-6	-0.2
CSc1cccc(NC(=O)CCCOc2cc(=O)n(C)c3ccccc23)c1	0.2	-7	-4	-4	2	i	-3	1	0.0
CN(CCO)c1cc(N2CCCCC2)c2nonc2c1[N+](=O)[O-]	0.3	-26	-5	-12	-1	i	-9	0	0.2
COc1cc(C=O)c(Cl)cc1OCC(N)=O	1.5	-2	-5	-2	1	i	-2	-6	0.2
O=C(c1ccccc1)C(Cn1cncn1)C(Sc1ccccc1)c1ccccc1 (stereo not drawn)	1.4	12	4	-5	3	i	-4	6	-0.5
COc1cccc(NC(=O)c2ccc(NS(=O)(=O)c3cccs3)cc2)c1	2.4	-5	-1	0	5	i	0	-4	-0.4
CCCN=C1N(C)C[C@@H]2[C@@H]3C(=O)N(Cc4ccccc4)C(=O)[C@@H]3[C@](Cc3ccccc3)(C(=O)OC)N12	-0.8	-17	0	-5	3	i	-2	-11	-0.8
COc1cccc(OC)c1C(=O)Nc1ccccc1N1CCCC1	1.5	4	-1	-1	-7	i	-1	-2	-0.6
O=C(CN1CCN(Cc2ccccc2)CC1)N1CCN(c2ccccc2)CC1	0.5	1	0	-1	-6	i	0	-4	-0.1
O=C(Cc1cccc2ccccc12)N1CC[C@@]2(O)CCCC[C@H]2C1	-0.8	-6	-3	-5	-2	i	2	0	0.3
O=C(CSCc1ccc(Cl)cc1Cl)Nc1nccs1	1.1	-5	-2	-1	-2	i	-1	-10	-0.2
Cc1ccc(C(=O)NC2CCCCNC2=O)cc1C (stereo not drawn)	0.1	0	-2	-2	1	i	2	-4	-1.2
CSc1ccc(CSCC(=O)N2CCN(S(=O)(=O)c3ccc(C)cc3C)CC2)cc1	-1.1	0	-1	3	-1	i	-1	27	-0.2
CCN(CC)c1ccc(N=Cc2c(C)[nH]c3ccccc23)cc1	0.1	-15	-2	5	-3	i	0	2	0.6
CN1CCN(C(=O)CCN2C(=O)c3ccccc3C2=O)CC1	-0.4	6	-2	6	2	i	3	-6	-0.8
CCOC(=O)C1(C)CCCN(C(=O)c2cccc(Cl)c2)C1 (stereo not drawn)	0.0	1	-1	-17	-2	i	-1	-3	0.7
Cc1cc(-c2ccccc2)nc(N/N=C/c2ccc(N(C)C)cc2)n1	3.5	-20	-2	-27	3	i	-2	29	0.3
Cc1c(Br)c([N+](=O)[O-])nn1C(C)C(=O)N1CCCc2ccccc21 (stereo not drawn)	-1.2	11	-1	-2	0	i	-2	7	-0.5
COC(=O)c1ccc(C(=O)OC)c(NC(=S)N2CCN(c3cc(Cl)ccc3C)CC2)c1	1.1	-8	-1	2	-4	i	-4	38	-0.6

2 entries picked at random from the list so far, as already listed:
SMILES	MsrA inhibitor	MLLE-PAM2 inh	MsrA act	E coli Lon inh	CSN deneddyl inh	Neddyl block	Rin1-Abl PPI inh	FAS TE block	Tb MetRS inh
CCCN=C1N(C)C[C@@H]2[C@@H]3C(=O)N(Cc4ccccc4)C(=O)[C@@H]3[C@](Cc3ccccc3)(C(=O)OC)N12	-0.8	-17	0	-5	3	i	-2	-11	-0.8
COc1ccc(C(=O)N/C(=C\c2cn(S(=O)(=O)N(C)C)c3ccccc23)C(=O)N2CCOCC2)cc1	0.0	-5	-7	-1	3	i	2	82*	-0.5

Back to the main list, starting two compounds before the break.
SMILES	MsrA inhibitor	MLLE-PAM2 inh	MsrA act	E coli Lon inh	CSN deneddyl inh	Neddyl block	Rin1-Abl PPI inh	FAS TE block	Tb MetRS inh
Cc1c(Br)c([N+](=O)[O-])nn1C(C)C(=O)N1CCCc2ccccc21 (stereo not drawn)	-1.2	11	-1	-2	0	i	-2	7	-0.5
COC(=O)c1ccc(C(=O)OC)c(NC(=S)N2CCN(c3cc(Cl)ccc3C)CC2)c1	1.1	-8	-1	2	-4	i	-4	38	-0.6
Nc1c([N+](=O)[O-])cc2c3c(cccc13)CC2	2.2	-8	-12	1	-4	i	-6	12	-0.7
Cc1oc(-c2ccccc2Cl)nc1CS(=O)CC(=O)NCc1ccc2c(c1)OCO2 (stereo not drawn)	-0.4	8	-9	3	-1	i	-4	-2	-0.2
COc1ccc(-n2c(Cc3cccn3C)nnc2SCC(=O)Nc2nccs2)cc1	0.4	-4	-1	4	-1	i	-6	-5	0.0
O=C(CC12CC3CC(CC(Br)(C3)C1)C2)NC1=NCCS1	1.3	4	3	-7	-2	i	-7	-3	-0.3
OCc1nc2ccccc2n1CCOc1ccccc1	0.7	-2	-3	1	-3	i	0	-3	-0.1
CC(=O)Nc1ccccc1NC(=O)c1cc(C)cc(C)c1	1.8	11	-5	-8	-3	i	3	-3	0.1
CCOc1ncccc1C(=O)N1CCN(S(=O)(=O)c2ccc3c(c2)OCCO3)CC1	0.5	-19	-6	-7	3	i	6	-4	0.3
CCOC(=O)C1(C)CCCCN1C(=O)c1cccc(Cl)c1 (stereo not drawn)	1.8	-6	-1	6	1	i	-1	-8	0.1
CCc1cccc(NC(=O)c2cccc(S(=O)(=O)N3CCN(C)CC3)c2)c1	-0.9	-9	0	2	-3	i	-3	2	-0.6
COc1cc(NC(=O)COC(=O)Cc2ccc(-c3ccccc3)cc2)cc(OC)c1	0.1	7	-2	9	-4	i	-1	24	-0.3
O=C(c1cccc(-c2ccccc2F)c1)N1CC[C@@H](N2CCC(O)CC2)[C@H](O)C1	0.7	-7	2	-12	-3	i	1	-5	0.1
Cc1ccc(OCCNS(=O)(=O)c2cccs2)cc1	-0.7	-23	-2	-23	9	i	3	-2	-0.3
Cc1c(-c2cccc(NC(=O)c3ccco3)c2)nc2ncccn12	0.9	-9	-5	-1	-7	i	-4	-3	-0.8
Cc1cc(Cc2ccc([N+](=O)[O-])cc2)c(C)cn1	1.0	-3	-10	0	1	i	-1	5	-1.4
CN1N=C(c2ccc(F)c(F)c2)CSC1=NCc1ccccc1	-0.7	13	1	3	-5	i	1	-1	-0.4
CCCOc1ccc2c3c(c(=O)oc2c1)CCCC3	1.9	-3	-4	-17	1	/	2	8	-1.1
Cc1[nH]c2ccccc2c(=O)c1CN(C)Cc1ccccc1	-0.5	-5	-9	-10	0	i	2	-9	0.3
Cc1nc2c(C#N)cnn2c2c1CCNN2C	1.0	-5	0	-18	-2	i	-1	3	0.6
CCN1CCN(CC(=O)Nc2cc3c(cc2C(C)=O)OCO3)CC1	1.2	5	-2	-12	-2	i	3	-7	-0.3
CCN(C(=O)COC(=O)c1cnc(C)cn1)C1CCS(=O)(=O)C1 (stereo not drawn)	0.4	-45	-13	3	7	i	3	-3	-0.8
O=C1CS/C(=N\NC(=O)c2ccccc2)N1	1.2	-4	-3	-5	-2	i	-2	-7	-0.7
COc1ccc(C)cc1NC(=O)C(OC(=O)CNC(=O)c1cc(C)cc(C)c1)c1ccccc1 (stereo not drawn)	-0.6	-5	-2	-5	-3	i	5	30	-0.7
O=C(c1ccccc1)[C@@H]1[C@@H]2C(=O)N(c3ccc(F)cc3)C(=O)[C@@H]2C2CCCN21 (stereo partly drawn)	0.1	32	-2	23*	1	i	-1	-3	0.0
CCn1c(SCc2nc3ccccc3c(=O)[nH]2)nc2ccccc2c1=O	0.5	-7	-4	-5	-1	i	-1	2	-0.3
COc1ccccc1-c1csc(-n2ncc(C#N)c2N)n1	-0.3	-64	-2	-1	68*	i	1	-10	0.4
O=C(Nc1ccc(Cl)c(NC(=O)c2cccs2)c1)c1ccco1	1.0	-6	-10	8	0	i	1	-3	-1.4
Cc1ccc(S(=O)(=O)NC(=O)C2(C)CCN2C(=O)CCc2ccc(Cl)cc2Cl)cc1 (stereo not drawn)	-1.4	2	-1	14	-7	i	0	-4	0.0
CCCn1c(SCC(=O)Nc2ccc3c(c2)OCO3)nc2c1c(=O)n(C)c(=O)n2C	-1.0	8	-6	-2	-3	i	0	7	-0.5
Cc1cc(/C=C(\C#N)C(=O)O)c(C)n1CCC(C)C	3.5	10	-5	-2	3	i	-3	-1	0.0
O=C(NCc1ccc(Cl)c(Cl)c1)c1ccc2c(c1)OCO2	-0.6	-19	-3	-6	-1	i	2	45	-0.1
COc1ccc(C(CNC(=O)C(C)Oc2ccc(Br)cc2)N2CCOCC2)cc1 (stereo not drawn)	0.1	13	0	-4	-5	i	2	2	-0.1
